# Rab9 prom act – qHTS Assay for Rab9 Promoter Activators; Huh7 Rab9 promoter-luciferase reporter, luminescence, 24 h; Potency, µM (series often up to 9.22 µM), without a hit: at the top dose activation, negative = inhibition, usual class: activators; 2.8% of 320,000 active; further: potency means the concentration at half of the fitted maximal effect; % of control where 0% means no effect; nearly all actives have a fitted effect of over 60% in size
#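 Rab9 promoter-driven luciferase in stably transfected Huh7 cells; 1500 cells/well rested 2 h, exposed to compound in DMSO for 24 h at 37 °C, 5% CO2. Luminescence read 10 min after adding luciferase reagent at ambient temperature.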
# FLuc modulator – qHTS profiling assay for firefly luciferase inhibitor/activator using purifed enzyme and Km concentrations of substrates (counterscreen for miR-21 project); 6.9% of 360,000 active; Potency, µM (top dose mostly 57.5 µM), inactives show at the top dose activity change, negative = inhibition, usual class: inhibitors; Luciferin 4-monooxygenase (Photinus pyralis), P08659; purified FLuc, Km substrates, luminescence inhibition; AID 588342, 2011;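 further: potency means the concentration at half of the fitted maximal effect; plate controls were vehicle for no effect and reference inhibitor for full effect; nearly all actives have a fitted effect of over 55% in size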
#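 Purified P. pyralis luciferase, 10 nM final, with Km-level 10 uM D-luciferin and 10 uM ATP in 50 mM Tris acetate pH 7.5, 10 mM Mg acetate, 0.01% Tween-20, 0.05% BSA; 6-point qHTS titration about 60 µM downward; luminescence read.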
# NPC1 promoter act – qHTS Assay for NPC1 Promoter Activators | 2.4% of 320,000 active | Potency, µM (series often up to 9.22 µM), without a hit: at the highest dose activation, usual class: activators | Huh7 NPC1 promoter luciferase reporter, 24 h | AID 485313, 2010;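 further: potency means the concentration at half of the fitted maximal effect; % of control where 0% means no effect; nearly all actives have a fitted effect of over 60% in size; reporter is driven by a mutant NPC1 promoter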
#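 Luminescence read-out of NPC1 promoter-driven luciferase in stably transfected Huh7 cells; compounds delivered in DMSO and left 24 h at 37C, 5% CO2, qHTS titration format.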
# KCNH2 3.1 inh – qHTS for Inhibitors of KCHN2 3.1: Mutant qHTS; Potassium voltage-gated channel subfamily H member 2, brain isoform KCNH2 3.1 (human); U2OS KCNH2 3.1, thallium flux FluxOr; hits give low values; activity change, % (tested at about 1.8 µM); 0.95% of 340,000 active; AID 720553, 2013;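 active means maximum activity change below -70%; inconclusive means maximum activity change from -70% to -50%; inactive means maximum activity change above -50%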;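 further: thallium influx rate constant from kinetic fluorescence after stimulation buffer; on the % scale 0 is the no-effect control and ±100 the full control effect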
#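 Thallium flux read-out: FluxOr dye with Red40 quencher in HBSS/HEPES, 45 min at RT. Rate constants from kinetic reads were normalized to positive and negative DMSO controls. Cells: U2OS virally expressing the 3.1 isoform.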
# PKM2 activator – qHTS Assay for Activators of Human Muscle isoform 2 Pyruvate Kinase. Pyruvate kinase PKM (Homo sapiens), P14618. purified PKM2, Kinase-Glo ATP luminescence, activation; response scale: 0% is enzyme alone, no compound. Potency, µM (titrated, usually from 57.5 µM), for inactives: at the highest dose activation, usual class: activators. 0.34% of 260,000 active; further: potency means the concentration at half of the fitted maximal effect; on the % scale 0 is the no-effect control and ±100 the full control effect; nearly all actives have a fitted effect of over 55% in size
# Target sequence (P14618 whole entry, looked up, canonical isoform): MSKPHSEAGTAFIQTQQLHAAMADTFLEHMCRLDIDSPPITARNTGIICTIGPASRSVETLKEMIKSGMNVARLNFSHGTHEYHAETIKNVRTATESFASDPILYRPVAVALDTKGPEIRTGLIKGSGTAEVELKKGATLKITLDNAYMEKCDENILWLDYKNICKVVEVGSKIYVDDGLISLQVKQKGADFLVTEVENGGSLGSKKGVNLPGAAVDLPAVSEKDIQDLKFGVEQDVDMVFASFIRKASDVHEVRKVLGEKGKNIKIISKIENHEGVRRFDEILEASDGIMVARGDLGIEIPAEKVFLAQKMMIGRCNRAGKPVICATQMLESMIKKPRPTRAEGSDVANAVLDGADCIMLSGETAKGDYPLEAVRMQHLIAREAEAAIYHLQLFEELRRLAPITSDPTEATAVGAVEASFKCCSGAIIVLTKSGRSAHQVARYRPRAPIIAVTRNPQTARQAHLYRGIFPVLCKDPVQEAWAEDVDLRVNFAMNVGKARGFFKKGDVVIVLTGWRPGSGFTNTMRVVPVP
#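 Purified hPK-M2 (>95% pure) converted ADP (0.1 mM final) to ATP with 0.5 mM PEP in 50 mM imidazole pH7.2, KCl, MgCl2, Tween 20, BSA; 1 h at room temperature. ATP detected by Kinase-Glo luminescence.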
# Mito fusion act – qHTS Assay for Small Molecule Inhibitors of Mitochondrial Division or Activators of Mitochondrial Fusion; S. cerevisiae fusion-defective mutant growth rescue, CellTiterGlo 48 h; Potency, µM (series often up to 46.1 µM), for the others: top-dose growth rescue (activation), actives largely listed as activators; 0.23% of 320,000 active;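 further: potency means the concentration at half of the fitted maximal effect; % of control where 0% means no effect; nearly all actives have a fitted effect of over 45% in size; temperature-sensitive fusion mutants such as fzo1-1 at 37 °C on non-fermentable ethanol glycerol medium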
#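 Read-out: ATP-based luminescence (CellTiterGlo, 10 min ambient) reporting growth of fusion-defective ts yeast after 48 hours at 37C on glycerol/ethanol YPEG medium in the presence of compound.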
# Gal4-VP16 FLuc – VP16 counterscreen qHTS for inhibitors of ROR gamma transcriptional activity; Drosophila S2 Gal4-VP16 UAS-luciferase, luminescence, 20 h; Potency, µM (doses to about 53.6 µM), for inactives: at the highest dose activity, negative = inhibition, hits mostly inhibitors; 3.5% of 310,000 active;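 further: Gal4-VP16 expression switched on by copper sulfate through the metallothionein promoter; potency means the concentration at half of the fitted maximal effect; on the % scale 0 is the no-effect control and ±100 the full control effect; nearly all actives have a fitted effect of over 50% in size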
# MBNL1-CUG inh – qHTS Assay for Inhibitors of MBNL1-poly(CUG) RNA binding; TR-FRET MBNL1-His/biotin-(CUG)12 binding, 665/545 ratio; Potency, µM (titrated, usually from 57.5 µM), for the others: at the top dose activity change, negative = inhibition, usual class: inhibitors; 0.036% of 280,000 active; active means well fitted inhibition curve with a large enough effect in the signal ratio, with a control signal flat, not every such curve was filed as active; inconclusive means small, poorly fitted or top-dose-only effect, or effect the other way, or a change in a side signal; inactive means no such curve, though single readings can be large or run the other way; the % refers to the signal ratio; further: potency means the concentration at half of the fitted maximal effect; on the % scale 0 is the no-effect control and ±100 the full control effect
#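 TR-FRET between His-tagged MBNL1 and biotin-(CUG)12 RNA, detected with Tb anti-His antibody (0.055 ng/ul) and streptavidin-XL665 (5 nM), 60 min at room temperature. Compounds titrated 92 nM to 58 uM; 665/545 nm ratio normalized to buffer and complex controls.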
# Menin MLL FP TR – qHTS Assay for Inhibitors Targeting the Menin-MLL Interaction in MLL Related Leukemias: Competition With Texas Red Labeled MLL-derived Mutant Peptide; Menin + Texas Red MLL mutant peptide, fluorescence polarization; 0.23% of 270,000 active; Potency, µM (top dose mostly 61.6 µM), inactives show at the top dose FP activity change, negative = inhibition, hits mostly inhibitors; O00255; AID 1768, 2009; active means well fitted inhibition curve with a large enough effect in the polarisation, with a control signal flat, not every such curve was filed as active; inconclusive means small, poorly fitted or top-dose-only effect, or effect the other way, or a change in a side signal; inactive means no such curve, though single readings can be large or run the other way; the % refers to the polarisation; further: potency means the concentration at half of the fitted maximal effect; % of control where 0% means no effect; many of its hits are not listed in these tables
# RORg inh – qHTS for inhibitors of ROR gamma transcriptional activity. Nuclear receptor ROR-gamma (Mus musculus), P51450. 5.4% of 310,000 active. Drosophila S2 Gal4-RORgamma UAS-luciferase reporter, 20 h. Potency, µM (titrated, usually from 53.6 µM), for the others: at the top dose activity change, negative = inhibition, hits mostly inhibitors. AID 2551, 2010; further: potency means the concentration at half of the fitted maximal effect; on the % scale 0 is the no-effect control and ±100 the full control effect; nearly all actives have a fitted effect of over 60% in size
# Target sequence (P51450 whole entry, looked up, the tested form may be a part): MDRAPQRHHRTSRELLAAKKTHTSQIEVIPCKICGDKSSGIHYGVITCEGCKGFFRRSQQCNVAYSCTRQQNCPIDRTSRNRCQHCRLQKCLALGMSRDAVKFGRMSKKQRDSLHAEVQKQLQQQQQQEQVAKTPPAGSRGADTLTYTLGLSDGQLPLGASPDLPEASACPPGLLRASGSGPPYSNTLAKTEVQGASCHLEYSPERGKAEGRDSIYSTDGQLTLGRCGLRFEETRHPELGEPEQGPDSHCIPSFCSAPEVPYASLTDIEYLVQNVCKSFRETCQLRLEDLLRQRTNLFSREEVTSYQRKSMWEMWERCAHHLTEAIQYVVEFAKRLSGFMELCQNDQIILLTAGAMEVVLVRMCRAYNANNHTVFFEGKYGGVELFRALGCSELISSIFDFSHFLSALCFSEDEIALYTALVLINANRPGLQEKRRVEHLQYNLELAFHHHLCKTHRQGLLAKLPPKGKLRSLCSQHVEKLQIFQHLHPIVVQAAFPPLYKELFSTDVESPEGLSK
#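 Using a luciferase readout, inhibitors were identified by reduced reporter activity in Drosophila cells coexpressing a copper-inducible Gal4–ROR gamma fusion and UAS-driven Photinus luciferase, incubated 20 hr after 700 uM copper sulfate.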
# ELG1 repair inh – qHTS screen for small molecules that inhibit ELG1-dependent DNA repair in human embryonic kidney (HEK293T) cells expressing luciferase-tagged ELG1 | HEK293T ELG1-luciferase reporter, luminescence, 16 h; DNA damage induced by 5-fluorouridine | Potency, µM (top dose mostly 46.1 µM), for the others: top-dose activity change, negative = inhibition, actives largely listed as inhibitors | 2.3% of 330,000 active; further: potency means the concentration at half of the fitted maximal effect; on the % scale 0 is the no-effect control and ±100 the full control effect; nearly all actives have a fitted effect of over 55% in size
#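 5-Fluorouridine DNA damage + compound/DMSO, 2,000 cells/well, 16 h, 37 °C/5% CO2. ONE-Glo, 30 min RT, luminescence. Readout = decrease in reporter signal.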
# The depositor's hits bear a star; ? = inconclusive; . = no result given; [ ] = another dose, or the depositor's remark. Unless noted, the call rests on the fitted dose curve; in most records, active means well fitted curve in the direction sought with a large enough effect; inconclusive means small, poorly fitted or top-dose-only effect, or another doubt; inactive means no such curve, though single readings can be large; an effect the other way counts as inactive or inconclusive. Only part of the results is shown; the hit share may differ from the screen's.
SMILES,Rab9 prom act,FLuc modulator,NPC1 promoter act,KCNH2 3.1 inh,PKM2 activator,Mito fusion act,Gal4-VP16 FLuc,MBNL1-CUG inh,Menin MLL FP TR,RORg inh,ELG1 repair inh
CCc1noc(C)c1C(=O)N1CCSC1=Nc1cccc(Cl)c1C,-2%,1%,-1%,5,-5%,1%,0%,-3%,.,-13%,1%
Cc1ccc(C)c(NCC(=O)c2ccc(Cl)cc2)c1,-4%,-1%,-1%,-2,-4%[11.5 µM],8%,?,-6%,8%,?,8%
COc1ccc(NC(=O)c2cccc(C(=O)Nc3ccc(OC)cc3)n2)cc1,-2%,5.4µM*,2%,.,-6%,0%,0%,-5%,?,15%,-6%
COc1ccccc1-n1c(C)nc2cc(C(=O)O)ccc21,2%,-3%,-4%,16,-2%,-3%,-5%,5%,.,-19%,1%
CCCCOc1ccc(C(=O)NCC(=O)NCCOc2ccccc2)cc1,3%,-18%,-2%,5,.,5%,.,.,.,.,?
O=C(NCC1CCCN(Cc2ccc3c(c2)OCCO3)C1)c1ccc2c(c1)OCO2 (stereo unspecified),0%,3%,-3%,-6,0%,-4%,2%,-4%,-11%,5%,10%
O=C(NCc1ccccc1Cl)C(=O)NCC(c1ccco1)N1CCOCC1 (stereo unspecified),3%,-2%,-4%,4,-3%,-1%,-2%,-7%,-8%,7%,-3%
Cc1[nH]n(-c2ccc([N+](=O)[O-])cc2)c(=O)c1C=NCCN1CCN(C(=O)C(C)C)CC1,-2%,-3%,-3%,-2,-56%,16%,3%,20%,12%,?,0%
Cc1cccc(NS(=O)(=O)c2ccc(C)c(C(N)=O)c2)c1,0%,-2%,-4%,15,-1%,-3%,-26%,-10%,11%,?,5%
COc1cc(C(=O)N(C)CC2CCN(CCc3cccc(C(F)(F)F)c3)CC2)ccc1C,-3%,-2%,-1%,-72*,0%,-3%,-2%,7%,-22%,-19%,-23%
Cc1cccc(NC(=O)Cc2ccc(Br)cc2)n1,?,?,?,1,0%,5%,9%,1%,-1%,38%,?
O=S(=O)(Cc1ccccc1)N1CCn2c(nc3ccccc32)C1,0%,0%,5%,-2,-1%,-3%,9%,4%,?,15%,10%
O=C(c1ccc2nc[nH]c2c1)N1CCN(S(=O)(=O)c2cccc(F)c2)CC1,-2%,1%,-2%,-2,.,-1%,.,.,.,.,-4%
CCN(CC)C(=O)CSc1nnc(COc2ccc(OC)cc2)n1N,-7%,1%,-1%,-9,0%,0%,0%,-3%,1%,0%,3%
CCC1(C)Cc2c(sc3c2c2ncnn2c2nnc(SCC(=O)NCc4ccco4)n32)CO1 (stereo unspecified),-1%,-1%,-1%,-3,2%,7%,-5%,-10%,-1%,4%,-28%
O=C(Nc1ncc2c(n1)-c1ccccc1CC2)c1ccc(F)cc1,-2%,?,2%,6,-2%,0%,-10%,-4%,-7%,-2%,-22%
NC(=O)C1CCCN(C(=O)c2ccc3oc(Cc4ccc(Cl)cc4)nc3c2)C1 (stereo unspecified),3%,-6%,-1%,12,-4%,0%,4%,0%,.,9%,17%
CCOC(=O)C(=Cc1cc(=O)c(OC)co1)C(=O)OCC,-35%[inhibitor],?,-22%,3,?,1%,5µM*,-5%[11.5 µM],1%,4.5µM*,5.8µM*
COc1cccc(-c2c3c([nH]c(=O)c2C#N)CCc2cc(OC)ccc2-3)c1,-3%,-2%,-5%,-7,5%,11%,-8%,-8%,.,-19%,7%
O=S(=O)(c1ccc(-c2ccccc2)cc1)N1CCCC1,-2%,-10%,-2%,-27,2%,-4%,23%,-4%,-6%,16%,?
CNS(=O)(=O)c1cccc(C(=O)OCCCC(=O)c2ccccc2)c1,-7%,-4%,-2%,-19,.,-1%,.,.,.,.,?
CCOC(=O)c1nnn(CC(=O)Nc2cc(Cl)ccc2C)c1C(=O)OCC,1%,2%,1%,-5,-9%,1%,5%,-1%,7%,-1%,3%
CSc1nc(N2CCN(c3ccccc3Cl)CC2)c2ccccc2n1,-1%,1%,-8%,-15,-1%,11%,10%,7%,10%,-29%,5%
COc1ccc(NC2=C(NCCO)C(=O)c3ccccc3C2=O)cc1,-9%,-21%,-11%,2,-1%,-9%,3%,?,.,-7%,?
COc1ccc(C(=O)NC(=S)N2CCOCC2)cc1[N+](=O)[O-],-6%,-3%,3%,14,-8%,-11%,2.8µM*,29%,.,2.2µM*,-1%
O=C(O)c1ccccc1C(=O)NCC(O)c1ccccc1 (stereo unspecified),-1%,1%,4%,-5,1%,-10%,-14%,21%,.,10%,15%
CCC(=O)N/C=C/n1cnc2cc(C(F)(F)F)ccc21,3%,7%,-5%,2,6%,-6%,4%,-1%,1%,0%[10 µM],-10%
CN(C)S(=O)(=O)N1CCN(C(=O)N2CCCCCC2)CC1,-4%,1%,0%,0,-4%,-1%,-4%,9%,4%,-5%,0%
COc1cc(C2N3CC4(C)CN2CC(C)(C3)C4)ccc1O (stereo unspecified),-3%,8%,-4%,6,0%,-4%,-4%,-1%,15%,-2%,13%
COc1cccc(Nc2nc(N)c([N+](=O)[O-])c(NCc3ccccc3)n2)c1,-3%,?,-1%,2,-1%,?,-11%,8%,.,?,?
CC[C@H](C)[C@H](NS(=O)(=O)c1ccc(C)cc1)C(=O)N1CCC(C(=O)N[C@@H](C)C(=O)O)CC1,-5%,0%,2%,22,14%,-9%,2%,-1%,2%,9%,15%
Cc1ccc(-n2c(=O)[nH]cc(C(=O)Nc3ccc4c(c3)OCO4)c2=O)cc1C,-11%,0%,0%,-7,9%,-3%,0%,1%,8%,?,-2%
CCCC(=O)Nc1ccc(N2CCN(S(C)(=O)=O)CC2)cc1,-2%,1%,-2%,9,0%,0%,16%,1%,8%,9%,16%
CCN(CC)CCC(C)OC(=O)c1ccc(O)cc1O (stereo unspecified),-1%,0%,0%,-26,0%,-4%,5%,-15%,8%,-2%,-15%
CCCN(CCC)CCCNS(=O)(=O)c1cc(Br)cc2c1N(C(C)=O)CC2,1%,6%,-5%,1,4%,0%,-4%,-9%,-9%,-8%,0%
CCOC(=O)C(=O)N=Nc1c(O)[nH]c2ccccc12,2%,0%,-1%,-24,1%,-7%,-11%,.,15%,21%,11%
COc1ccc(OCC(O)CN2CCCCCC2)cc1 (stereo unspecified),0%,-1%,0%,3,3%,-2%,2%,?,0%,-29%,13%
COc1ccc(Br)cc1CN1CCN(C(=O)c2cccc(OC)c2OC)CC1,-8%,5%,5%,?,-8%,5%,19%,-3%,-16%,5%,?
O=C1COc2ccc(C(=O)COC(=O)c3cccnc3Cl)cc2N1,5%,?,-4%,-5,.,-3%,-8%,10%,-2%,-17%,2%
Cc1ccccc1NC(=O)Cc1nc(CSc2nnc(C3CCCCC3)n2N)cs1,4%,-2%,8%,-3,5%,-4%,4%,-7%,-2%,9%[10 µM],-22%
CCCC(=O)N(C1CC(C)C(C#N)(C#N)C1(C#N)C#N)N(C)C (stereo unspecified),-50%[inhibitor],-16%,-9%,8,?,2%,0%,-5%,.,33%,?
CCOc1c(N2CC(C)OC(C)C2)c(=O)c1=O (stereo unspecified),-7%,-3%,-1%,-9,-3%,1%,2%,0%,.,0%,0%
COc1cc(/C=C/C(=O)c2ccc(NS(=O)(=O)c3ccc(C)cc3)cc2)cc(OC)c1O,-5%,-3%,-4%,-22,9%,-1%,?,-2%,48%[activator],?,10µM*
COc1ccc(NC(=O)CSc2nc(-c3ccncc3)nn2CC(=O)N2CCCC2)cc1,-9%,5%,-2%,14,1%,-5%,-10%,0%,0%,12%,11%
CCCCOc1ccc(-c2nnc(-c3ccco3)o2)cc1,1.4µM*,2.4µM*,1.6µM*,-3,-9%,-5%,-23%,-4%,0%,-33%,?

# Screening data from PubChem BioAssay.
